# Screening data: PubChem BioAssay, several laboratories
# mABHD4 FP: inhibitors of mouse ABHD4. Q8VD66. purified mABHD4, FP-Rh probe fluorescence polarization. inhibition, % at 8.92 µM. hit rate 0.54% among 370,000. AID 720543;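 active = inhibition exceeding the mean over every tested compound plus 3 SD, cut at about 30% in these data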;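 note: 0% = plate median of compound wells and 100% = S159A mutant with DMSO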
# Target sequence (Q8VD66 whole entry, looked up): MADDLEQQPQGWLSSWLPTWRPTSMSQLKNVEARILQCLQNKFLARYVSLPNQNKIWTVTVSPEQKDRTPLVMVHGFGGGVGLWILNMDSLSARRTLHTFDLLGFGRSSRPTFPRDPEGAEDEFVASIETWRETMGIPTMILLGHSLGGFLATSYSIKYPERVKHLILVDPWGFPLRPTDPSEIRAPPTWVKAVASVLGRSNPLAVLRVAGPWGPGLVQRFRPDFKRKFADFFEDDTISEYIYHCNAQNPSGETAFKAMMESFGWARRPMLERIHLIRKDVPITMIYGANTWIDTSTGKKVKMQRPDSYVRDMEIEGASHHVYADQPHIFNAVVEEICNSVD
#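 Test system: mABHD4 protein; Read-out basis: % inhibition; Incubation: 45 min + 60 min at 25 °C; Repeats: single replicate; Technique: fluorescence polarization with parallel and perpendicular emission, 525/598 nm; Compound: 8.92 µM, single dose; Benchmarks: full inhibition S159A mutant plus DMSO, zero as sample-well median.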
# SIAE primary: blocks human sialic acid acetylesterase; Q9HAT2; SIAE FP-Rh probe binding, fluorescence polarization; inhibition, % at 9.66 µM; hit rate 0.69% among 370,000; AID 1053197;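 active = inhibition above a cutoff: mean of compounds within the control limits plus 3 SD of those, cut at about 17% in these data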;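 note: 0% = plate median of compound wells and 100% = probe without SIAE protein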
# HTRA1 inhibitor: blocks human HTRA1 serine peptidase; Q92743; recombinant HTRA1, FP-rhodamine activity-based probe, fluorescence polarization; inhibition, % at 5.96 µM; hit rate 0.5% among 340,000; AID 504803; in the data active = inhibition above about 36%;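 note: 0% = enzyme with DMSO and 100% = wells lacking enzyme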
# Target sequence (Q92743 whole entry, looked up): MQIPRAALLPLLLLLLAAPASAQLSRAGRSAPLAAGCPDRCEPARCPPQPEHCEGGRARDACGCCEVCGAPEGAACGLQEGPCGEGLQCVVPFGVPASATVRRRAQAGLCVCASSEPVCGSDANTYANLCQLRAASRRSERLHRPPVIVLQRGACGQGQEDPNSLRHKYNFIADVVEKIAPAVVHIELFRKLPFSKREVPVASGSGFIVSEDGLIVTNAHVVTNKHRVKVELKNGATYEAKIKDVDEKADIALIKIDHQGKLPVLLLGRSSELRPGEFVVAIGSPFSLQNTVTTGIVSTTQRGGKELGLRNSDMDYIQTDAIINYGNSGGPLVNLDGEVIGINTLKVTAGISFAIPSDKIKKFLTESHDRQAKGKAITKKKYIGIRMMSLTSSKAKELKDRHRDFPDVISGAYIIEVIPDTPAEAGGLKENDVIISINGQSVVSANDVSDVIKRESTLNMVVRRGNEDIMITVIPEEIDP
# PRMT1 inh: inhibitors of human PRMT1; recombinant PRMT1, activity-based probe fluorescence polarization; inhibition, % at 2.79 µM; hit rate 1.3% among 370,000; Q99873;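 active = inhibition above about 21% made by adding two undisclosed values, limit read from the data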
# LEDGF integ inh: blocks HIV-1 LEDGF/p75-dependent DNA integration. TR-FRET IN-LEDGF/p75 DNA integration, Eu/Cy5. inhibition, % at 3.7 µM. hit rate 0.64% among 370,000;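 active = inhibition above the screen-wide mean plus 3 SD, cut at about 13% in these data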;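 note: signal is the Cy5 over europium emission ratio at 671 and 618 nm; 0% = plate median of compound wells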
# TDP2 inh: blocks human TDP2 phosphodiesterase activity; recombinant TDP2, T5PNP hydrolysis, p-nitrophenol absorbance 415 nm; inhibition, % at 12.8 µM; hit rate 0.34% among 370,000; AID 720702;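 active = inhibition above the mean of all tested compounds plus 3 SD, set per campaign, cut at about 25% in these data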;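 note: 0% = DMSO with enzyme and 100% = buffer with substrate but no TDP2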
#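 test system = human TDP2 enzyme | input = TDP2 enzyme at 120 nM final | medium = 50 mM Tris-HCl pH 7.5 with Mg2+, KCl, DTT, BSA | also added = T5PNP substrate, 5 mM | times = 2 h at 37 °C | technique = epi absorbance | benchmarks = high control without enzyme, low control DMSO plus TDP2 | replication = each compound tested once, singlicate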
# PG9 Ab binder: small molecules binding HIV-1 gp120 antibody PG9. TR-FRET gp120-PG9 antibody binding. inhibition, % at 6.7 µM. hit rate 0.43% among 360,000. AID 624416; in the data active = inhibition above about 8.5%
# TCR CD3 inh: human TCR-CD3 binding inhibition. TAMRA-labeled TCR probe fluorescence, biochemical. inhibition, % at 9.4 µM. hit rate 0.37% among 360,000. AID 651800; in the data active = inhibition above about 19%;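 note: recombinant mutant TCR 2C K166C tagged with TAMRA read by polarization; 0% = receptor in buffer alone and 100% = receptor with positive control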
# rCAG binder: binds r(CAG) RNA repeats. hit rate 1.3% among 370,000. inhibition, % at 3 µM. r(CAG) RNA repeat, TO-PRO-1 dye displacement fluorescence;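 active = inhibition above the plate cutoff, the mean of all test compounds on that plate plus 3 SD, cut at about 35% in these data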;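 note: 0% = DMSO alone and 100% = 100 µM mitoxantrone as full dye displacement; higher means more dye released from RNA so lower well fluorescence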
# Rev-erbA mod: modulates human Rev-erb alpha binding to DNA; activity, % at 10 µM; hit rate 0.79% among 370,000; Rev-erbα–FITC-DNA binding, fluorescence polarization, 90 min; P20393;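 active = activity above about 14%, limit read from the data; passing the limit was not always enough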;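 note: 0% = DMSO wells with 35 nM protein and 100% = DMSO wells with 750 nM protein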
# An asterisk follows results filed as active; nt = no result given.
SMILES,mABHD4 FP,SIAE primary,HTRA1 inhibitor,PRMT1 inh,LEDGF integ inh,TDP2 inh,PG9 Ab binder,TCR CD3 inh,rCAG binder,Rev-erbA mod
C[C@@H]1CCCCO[C@H](CN(C)Cc2ccc(C(F)(F)F)cc2)[C@H](C)CN([C@@H](C)CO)C(=O)c2cc(NC(=O)Cc3ccccc3)ccc2O1,-5,-2,-52,3,7,-3,2.1,-4,4,0
COC(=O)C(NC(=O)CCC(=O)N[C@@H](C(=O)OC)c1ccccc1)c1ccccc1 (stereo not given in full),-7,-1,-5,1,-2,12,-0.4,0,-5,3
COC(C#CCCN(C)C)(c1ccccc1)c1ccccc1,-5,-5,6,-3,3,6,-1.8,3,-6,-3
CSCC[C@H](NC(=O)c1nn(C)c(=O)c2ccccc12)c1nc2ccccc2[nH]1,0,-1,-2,-4,0,-4,-0.7,2,-1,8
C[C@@H]1CN([C@@H](C)CO)C(=O)CCCn2cc(nn2)CO[C@H]1CN(C)S(=O)(=O)c1cn(C)cn1,5,8,0,-1,1,-7,-0.2,-4,-1,-5
O=S(=O)(Nc1ccc(OC(F)F)cc1)c1ccc(-c2ccon2)s1,3,-3,-5,-2,-7,9,-1.4,1,9,2
O=C(Nc1cccc(-c2cn3ccccc3n2)c1)c1cnccn1,6,2,-9,1,0,8,-1.8,6,-1,-4
CC(C)C[C@H](NC(=O)N1CCOCC1)C(=O)N1CCC[C@H]1C(=O)NCc1ccccc1,-6,9,nt,4,2,-1,-2.2,-1,1,2
Clc1nnc2c3ccccc3ccn12,1,1,-1,0,-1,-1,0.3,2,1,3
Cc1cc(C(C)(C)C)ccc1OCCN1CCCC1,9,0,0,3,-4,-11,1.3,-2,1,-5
O=C(C(=O)N1CCc2ccccc2C1)c1c[nH]c2ccccc12,7,4,-4,4,-2,-5,-2.5,-1,5,3
Cc1ccc(/C=C/S(=O)(=O)NCC(=O)O)cc1,7,3,-2,-2,0,7,-1.6,3,2,-1
O=C(Nc1cccnc1)OC1CCCCC1,-4,-1,4,-5,1,10,0.2,4,-2,-1
C=CCn1c(C)cc(C(=O)CN2NS(=O)(=O)c3ccccc3C2=O)c1C,0,6,8,-3,0,-1,-0.7,-1,-3,-3
CCOC(=O)C1=C(CSc2nc3c(cc2C#N)CN(C)CC3)OC(N)=C(C#N)C1c1ccc(Cl)cc1 (stereo not given),12,8,29,9,1,0,-1.0,1,35*,-2

# Three compounds already listed, ordered by the value under LEDGF integ inh, low to high.
molecule	LEDGF integ inh
O=C(Nc1cccc(-c2cn3ccccc3n2)c1)c1cnccn1	0
C[C@@H]1CN([C@@H](C)CO)C(=O)CCCn2cc(nn2)CO[C@H]1CN(C)S(=O)(=O)c1cn(C)cn1	1
CC(C)C[C@H](NC(=O)N1CCOCC1)C(=O)N1CCC[C@H]1C(=O)NCc1ccccc1	2

# Sorted by SMILES length (high to low): 3 of the compounds above
SMILES,mABHD4 FP,SIAE primary,HTRA1 inhibitor,PRMT1 inh,LEDGF integ inh,TDP2 inh,PG9 Ab binder,TCR CD3 inh,rCAG binder,Rev-erbA mod
CCOC(=O)C1=C(CSc2nc3c(cc2C#N)CN(C)CC3)OC(N)=C(C#N)C1c1ccc(Cl)cc1 (stereo not given),12,8,29,9,1,0,-1.0,1,35*,-2
O=C(Nc1cccc(-c2cn3ccccc3n2)c1)c1cnccn1,6,2,-9,1,0,8,-1.8,6,-1,-4
Clc1nnc2c3ccccc3ccn12,1,1,-1,0,-1,-1,0.3,2,1,3

# Additional results follow:
SMILES,mABHD4 FP,SIAE primary,HTRA1 inhibitor,PRMT1 inh,LEDGF integ inh,TDP2 inh,PG9 Ab binder,TCR CD3 inh,rCAG binder,Rev-erbA mod
CCN1CCCC1CN(Cc1cc2ccc(C)cc2[nH]c1=O)C(=S)Nc1ccc(OC)cc1OC (stereo not given),1,-12,2,18,3,-12,-0.4,5,6,-5
C[C@@H](C(=O)Nc1ccc2ccccc2c1)[C@H]1C[C@]1(C)[C@H](NS(=O)(=O)c1ccccc1)c1ccccc1,-51,-58,nt,-2,1,4,0.6,10,16,4
COc1cccc(NC(=S)N(CCN(C)C)Cc2cccs2)c1,-1,0,-2,-3,1,-1,-0.2,-2,-5,0
O=C(c1cc2sccc2n1Cc1ccccc1)N1CCCc2ccccc21,-24,-5,-27,11,1,-3,-0.9,-8,1,5
NNC(=O)c1nc(-c2ccccc2)cc(-c2ccccc2)n1,-15,-26,-79,0,0,-12,-0.5,9,12,3
COc1cccc(NC(=O)c2ncc(Cl)c(Cl)c2Cl)c1,23,6,-10,-1,1,13,-0.6,0,-2,0
COC(=O)Nc1ncc(CN2CCCCC2)s1,10,-1,5,3,-3,11,1.1,1,0,6
CC1(c2ccccc2)NC(=O)N(CC(=O)N2CCN(S(=O)(=O)c3cccc([N+](=O)[O-])c3)CC2)C1=O (stereo not given),-4,0,1,2,-2,5,-0.1,4,0,-8
O=C(NCCc1ccc(Cl)cc1)c1cc(-c2ccccn2)nc2ccccc12,-7,-3,-6,-1,0,2,0.4,8,-2,7
Nn1c(COc2ccccc2)nnc1SCC(=O)O,12,3,-1,0,-1,-4,0.5,-10,-4,0
COc1ccc(C(=O)NC2(C(F)(F)F)N=C3SCCN3C2=O)cc1 (stereo not given),2,-3,-1,2,2,15,-0.9,-1,3,-5
Cc1cccc(N2CCN(C(=O)C3CCN(S(=O)(=O)N4CCOCC4)CC3)CC2)c1C,-4,6,-6,-8,3,8,-2.0,-3,-7,3
Nc1cc(-c2cccc([N+](=O)[O-])c2)[nH]n1,0,6,3,-4,3,3,1.6,-2,3,0
Cn1cc(Cl)c(C(=O)NC2CCCC2)n1,2,-6,-2,-3,0,5,-2.5,8,0,-1
CC(C)CCN1C(Nc2ccccc2)=NC[C@@H]1CC(C)C,2,-1,-4,-2,-1,-6,-2.1,-5,1,0
O=C(O)c1c[nH]c(=S)n1-c1ccc(F)cc1,5,2,-4,14,2,-3,-0.2,1,0,7
COc1ccc(N(CC(=O)NCc2ccco2)S(=O)(=O)c2ccc(C)cc2)cc1OC,2,2,5,2,7,-5,-1.2,3,-1,1
COc1ccc(OC)c(NC(=O)C2(C)CCN2Cc2ccsc2)c1 (stereo not given),-3,4,nt,-2,2,-8,2.2,6,4,10
O=C(CCSc1ccccc1)Nc1ccc(OCc2ccccc2)cc1,1,4,-1,2,0,11,0.6,-6,1,-2
O=C(c1ccc(=O)oc1)N1CCN(c2ccc(F)cc2)CC1,-5,-8,-1,3,6,2,-3.5,1,10,3
CCOc1ccc(N(C(=O)CNS(=O)(=O)c2ccccc2)C(CC)C(=O)NCc2ccco2)cc1 (stereo not given),-5,0,4,4,0,-7,-1.8,-3,-6,1
CCOC(=O)C1=C(COC(=O)CSc2ccc(Br)cc2)NC(=O)NC1C (stereo not given),5,2,0,-3,5,8,-0.9,2,-5,1
COc1cc(OC)cc(C(=O)NC(=S)Nc2ccc(Cl)c(C(=O)O)c2)c1,-6,-4,-5,0,0,13,1.6,-12,14,-1
CCOP(=O)(OCC)/C(=N/OC(=O)c1ccccc1C)C(N)=O,2,1,-2,-2,-1,9,-0.5,2,0,6
CCOC(=O)Nc1ccc2c(c1)C(=NO)c1ccccc1-2,-40,-26,-70,1,-4,7,0.3,1,15,-1
CC(C)c1ccc(NC(=O)CNC(=O)Cn2ccc3ccccc3c2=O)cc1,-6,2,2,-2,1,18,0.8,1,1,7
O=C(NC1CCCCC1)c1cccc(OCc2ccccc2)c1,-8,3,-14,-2,3,-2,-2.6,11,-8,2
COc1ccc(C)cc1NC(=O)CCCNC(=O)Cn1cnc2sc(C)c(C)c2c1=O,-6,-3,3,2,-7,-6,0.3,-8,-2,-6
Cc1cc(NC(=O)CSc2nc(-c3cccnc3)ccc2C#N)no1,2,-5,-5,0,0,3,-1.2,2,0,-1
c1ccc(-c2ccc(C3=Nn4c(nnc4-c4ccccc4)SC3)cc2)cc1,-16,-3,nt,-2,6,3,nt,nt,7,-1
CCOc1cccc(C(=O)NC(=S)Nc2ccc3c(c2)OCCO3)c1,-16,-7,-39,-2,-2,9,0.2,-3,-2,6
CN1CCN(C(=O)CC23CC4CC(CC(C4)C2)C3)CC1,4,2,0,-3,2,12,0.9,10,-4,1
CC(C)C[C@H](NC(=O)C1CC(=O)N(c2ccc3c(c2)OCCO3)C1)C(=O)NC1CCCC1 (stereo not given in full),-2,16,5,3,1,0,0.7,-3,-5,7
COc1ccc(CNS(=O)(=O)c2csc(C(N)=O)c2)cc1OC,-5,-1,2,-6,2,-5,1.2,2,0,1
COc1ccc(Cl)cc1S(=O)(=O)NCc1cccnc1,5,-2,3,2,2,0,-3.6,8,2,2
O=C(Nc1nnc(S(=O)(=O)N2CCOCC2)s1)c1ccccc1,-7,2,-2,3,-1,0,-0.4,10,8,2
Cc1n[nH]c(=O)nc1N1CCc2ccccc2C1,4,3,0,-3,1,-1,0.8,1,1,-2
CC1=NN(/C(=N\c2nnc(C)s2)Nc2ccc(C)cc2)[C@H](c2ccc(C)cc2)S1,-3,1,3,-3,-2,10,-0.9,-1,-11,-1
COc1ccc2nc(COC(=O)c3ccco3)c(C(C)=O)[n+]([O-])c2c1,7,1,-4,-1,1,2,-2.4,2,3,0

# Compounds above containing a furan ring, fused or not, in the order listed:
SMILES,mABHD4 FP,SIAE primary,HTRA1 inhibitor,PRMT1 inh,LEDGF integ inh,TDP2 inh,PG9 Ab binder,TCR CD3 inh,rCAG binder,Rev-erbA mod
COc1ccc(N(CC(=O)NCc2ccco2)S(=O)(=O)c2ccc(C)cc2)cc1OC,2,2,5,2,7,-5,-1.2,3,-1,1
CCOc1ccc(N(C(=O)CNS(=O)(=O)c2ccccc2)C(CC)C(=O)NCc2ccco2)cc1 (stereo not given),-5,0,4,4,0,-7,-1.8,-3,-6,1
COc1ccc2nc(COC(=O)c3ccco3)c(C(C)=O)[n+]([O-])c2c1,7,1,-4,-1,1,2,-2.4,2,3,0

# Only part of the results is shown (hit frequency here may not be typical).
